Assay outcomes from PubChem BioAssay.
Rat MKP-3 inhibitors: MKP-3 phosphatase inhibitors, primary screen, biochemical, rat enzyme, in vitro (AID 425). recombinant MKP-3 phosphatase activity, fluorescence; higher % means a stronger effect. one-dose inhibition, % at 20 µM; IC50 in µM for titrated hits. hit rate 0.17% among 110,000; in the data active = inhibition above about 50%;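 note: plate controls were vehicle for no effect and reference inhibitor for full effect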
Hsp70 inhibitors: small molecules displacing fluorescent ligand from Hsp70 – biochemical, fluorescence polarization, primary screen (AID 583) | Hsp70 fluorescence polarization probe displacement, mP; higher % means a stronger effect | one-dose displacement, % at 20 µM; IC50 in µM for titrated hits | hit rate 0.06% among 140,000; in the data active = displacement above about 50%;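 note: plate controls were vehicle for no effect and reference ligand for full effect; a part of the inactive calls stands beside numbers as strong as those of hits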
Active calls of the source: *; · = not tested or not shown.

SMILES	Rat MKP-3 inhibitors	Hsp70 inhibitors
COc1cccc2c1nc(C)c1cc(C)oc12	-10%	1.4%
CCSC1C(C)=C(C)C(=O)N1C(C)(C)c1cc(Cl)cc(Cl)c1 (configuration not stated)	3%	0.4%
CC(C)N(Cc1nc(-c2ccccc2)no1)C(=O)c1ccc(Cl)cc1	-7%	1.7%
CC(=O)OCCCNC(=O)/C(=C\c1ccc2c(c1)OCO2)NC(=O)c1ccco1	4%	-1.3%
O=C1NC(=O)/C(=C/c2cc(Cl)ccc2O)N1	-4%	-4.6%
CCC(=O)Nc1cccc(-c2nc3ccccc3o2)c1	-13%	-7.5%
COc1cc(C2/C(=C(/O)c3ccc(F)cc3)C(=O)C(=O)N2CCCC(=O)O)ccc1O (configuration not stated)	-2%	-0.6%
Cc1ccccc1CSc1nc2n(n1)C(c1cccs1)C1=C(CCCC1=O)N2 (configuration not stated)	-2%	·
COC(=O)C(NC(=O)c1ccco1)(Nc1ccc(Br)cn1)C(F)(F)F (configuration not stated)	1%	3.4%
Cc1ccc(Cn2nnc3c(=O)[nH]c(C4CCN(C(=O)Cc5cccs5)CC4)nc32)cc1	-12%	1.7%
Cc1ccc(Cl)cc1NC(=O)C(=O)NCc1ccco1	1%	-4.9%
CC(=O)Oc1c(C)cc(O)c2ccccc12	12%	-7.3%
COCc1nnc(NC(=O)CC(C)C)s1	·	-7.4%
O=C(NCc1ccccc1)C(c1ccco1)N(C(=O)c1cnccn1)c1ccc(F)cc1 (configuration not stated)	·	2.8%
Cc1ccc(S(=O)(=O)Cn2nnnc2C(C)N2CCN(C(=O)c3ccco3)CC2)cc1 (configuration not stated)	-5%	1.9%
CCOC(=O)c1[nH]c2cc3c(cc2c1NC(=O)CN1CCC(C)CC1)OCO3	-3%	-2.3%
Cc1cc(C)nc(SC2CCCCC2O)n1 (configuration not stated)	-2%	-2.3%
Nc1cc(=O)[nH]c(SCc2ccc(Cl)cc2)n1	·	4.7%
Cc1ccc(N(CN2C(=O)c3ccccc3C2=O)C(=O)c2ccccc2)cc1	-2%	-5.6%
COC(=O)C1=C(C)N(c2ccc(Cl)cc2)C(=O)/C1=C\c1ccco1	2%	0.6%
COc1cccc(NC(=O)C2C(c3ccccc3)=C2c2ccccc2)c1	0%	3.9%
O=C(CSCc1cccc(Br)c1)N=Nc1c(O)[nH]c2ccccc12	2%	7.6%
Cc1ccc(COc2c(Br)cc(/C=C(\C#N)c3nn(-c4ccccc4)c(N)c3C#N)cc2Br)cc1	0%	-3.2%
O=C(COc1ccc(Cl)cc1Cl)NCc1ccccn1	-1%	9.2%
Cc1cccc2sc(NC(=O)c3ccc(Cl)s3)nc12	-6%	6.2%
COc1ccccc1-c1nc(NC(C)=O)n[nH]1	-8%	-3.9%
CC1CN(c2nc3c(c(=O)n(C)c(=O)n3C)n2Cc2c(F)cccc2Cl)CC(C)O1 (configuration not stated)	-10%	5.6%
CCN(CC(=O)Nc1ccc2c(c1)CCC2)Cc1nc2ccccc2c(=O)[nH]1	0%	3.5%
Cc1ccc2[nH]c(=O)c(C3C(C#N)=C(N)Oc4c3ccc3cccnc43)cc2c1 (configuration not stated)	·	3.0%
COc1cc(C(=O)N2CCN(Cc3ccccc3)CC2)c([N+](=O)[O-])cc1OC	-2%	0.5%
CS(=O)(=O)N(CC(=O)O)c1ccc(Oc2ccccc2)cc1	2%	-5.3%
CCc1ccc(NC(=O)N(CCCN2CCOCC2)C(C)c2cc3cccc(OC)c3o2)cc1 (configuration not stated)	-1%	1.7%
O=C(CSc1nnc(-c2ccco2)o1)NC(=O)Cc1ccccc1	6%	-3.8%
C=CCn1c(COc2ccccc2F)nnc1SCC(=O)Nc1cc2oc3ccccc3c2cc1OC	·	1.6%
COc1cc(OC)c(NC(=O)c2cccc(F)c2)cc1Cl	2%	-0.2%
Cc1ccc(N2CCN(/N=C\c3ccncc3)CC2)cc1	1%	-2.3%
COC(=O)c1cc(NC(=O)C2CCCC2)cc(C(=O)OC)c1	9%	-2.1%
O=C(NCCC(c1ccccc1)c1ccccc1)c1cc2ccccc2oc1=O	1%	-1.6%
CCOC(=O)C1=C(c2ccccc2)N=C2SCC(=O)N2C1c1ccccc1OC (configuration not stated)	2%	2.1%
COC(=O)C(C(=O)Nc1cc(C)on1)C1CCCCCC1 (configuration not stated)	-4%	-0.8%
CCCCCC(=O)Nc1ccc(N2CCN(C(=O)c3ccccc3)CC2)cc1	-3%	-4.4%
O=C(NCc1ccco1)c1cnn2c(C(F)F)cc(-c3ccccc3)nc12	3%	3.7%
CN(C)CCNC(=O)c1ccc(F)cc1	-4%	-4.6%
CC12C=CC(C)(O1)C1C(=O)N(c3ccc(Br)cc3)C(=O)C12 (configuration not stated)	1%	-5.6%
COc1ccc(NC(=O)Cc2ccc(Br)cc2)c(OC)c1	2%	2.8%
COc1ccc(OC)c(NC(=O)Cn2c(CCC(=O)O)ccc2-c2cccs2)c1	-19%	-3.1%
CCC(Sc1nc(C)cc(=O)[nH]1)C(=O)Nc1nc(-c2ccccc2)cs1 (configuration not stated)	·	0.3%
O=C(COc1ccc2ccccc2c1)N/N=C/c1ccccc1[N+](=O)[O-]	3%	-5.5%
C=CCNC(=O)c1ccc(OCc2ccccc2)cc1	2%	-0.5%
CCn1c(SCC(=O)Nc2nc(C)c(C)s2)nc2cccnc21	·	-0.4%
COC(=O)c1ccc(C(=O)Nc2cc(Cl)ccc2Cl)cc1NC(=O)C(C)Oc1ccccc1 (configuration not stated)	1%	4.6%
CC(OC(=O)c1cc2sccc2n1C)C(=O)NCc1ccco1 (configuration not stated)	-7%	-0.6%
N#Cc1c(N)c(C#N)c(-c2ccc(O)cc2)c2c1CCCC2	1%	-2.4%
CC(=O)Nc1cccc(NS(=O)(=O)c2ccccc2)c1	-5%	-1.4%
Cc1noc(C)c1CSc1nnc(-c2c[nH]c3ccccc23)n1-c1ccc(Cl)cc1	-11%	-5.5%
COC(=O)c1ccccc1NC(=O)Cn1nc(C(F)(F)F)c2c1CCC2	-3%	-6.2%
COc1ccc(-n2c(Cc3cccn3C)nnc2SCC(=O)Nc2ccc3c(c2)OCO3)cc1	-8%	-6.0%
COc1cc(C)c(Cl)c(C)c1S(=O)(=O)NCc1cccnc1	·	-3.8%
CCN(CC)CCN1C(=O)C(O)=C(C(=O)/C=C/c2ccccc2)C1c1ccc(F)cc1 (configuration not stated)	-2%	2.4%
O=C1NC(=S)NC(=O)C1=Cc1ccccc1OCc1ccccc1Cl	-2%	2.6%

Looked up by compound from the list above, 6 records:
SMILES	Rat MKP-3 inhibitors	Hsp70 inhibitors
COc1cc(C)c(Cl)c(C)c1S(=O)(=O)NCc1cccnc1	·	-3.8%
COC(=O)c1ccc(C(=O)Nc2cc(Cl)ccc2Cl)cc1NC(=O)C(C)Oc1ccccc1 (configuration not stated)	1%	4.6%
CCC(Sc1nc(C)cc(=O)[nH]1)C(=O)Nc1nc(-c2ccccc2)cs1 (configuration not stated)	·	0.3%
O=C(NCc1ccco1)c1cnn2c(C(F)F)cc(-c3ccccc3)nc12	3%	3.7%
CC(=O)Nc1cccc(NS(=O)(=O)c2ccccc2)c1	-5%	-1.4%
Cc1noc(C)c1CSc1nnc(-c2c[nH]c3ccccc23)n1-c1ccc(Cl)cc1	-11%	-5.5%

The listing continues:
SMILES	Rat MKP-3 inhibitors	Hsp70 inhibitors
C=CCn1c(-c2cccs2)nc2nc3ccccc3nc21	0%	-1.3%
CC(=O)N(c1ccc(C(C)C)cc1)C1C=CS(=O)(=O)C1 (configuration not stated)	-1%	-6.3%
CC(C)Cn1c(N)c(C(=O)CSc2nnnn2C)c(=O)n(C)c1=O	·	-2.1%
Cc1ccc(CNC(=O)CCc2nc3ccccc3c(=O)[nH]2)cc1	-9%	1.3%
COc1cc(S(=O)(=O)NCC2COCCO2)ccc1-n1cnnn1 (configuration not stated)	7%	3.1%
COc1ccc(N2CC(O)=C(c3nc(C)cs3)C2=N)cc1	3%	0.0%
CC1CCN(C(=O)C2CCN(CCCc3ccccc3)CC2)CC1	2%	8.7%
CC(C)(C)SCCNC(=O)CN(c1ccc(F)cc1)S(C)(=O)=O	2%	9.7%
CC(=O)Oc1ccc(N2C(=O)c3ccc(C(=O)c4cccc([N+](=O)[O-])c4)cc3C2=O)cc1	4%	-4.1%
Cc1cc(=O)oc(C)c1C(=O)NCC1COc2ccccc2O1 (configuration not stated)	3%	-2.0%
CCOC(=O)c1[nH]c(C)c(C(=O)NCCN2CCOCC2)c1C	-9%	-3.3%
COCCNC(=O)CSc1nc2cc3c(cc2c(=O)n1Cc1ccco1)OCO3	·	1.1%
COc1ccc(C(=O)Nc2ccccc2C(=O)NC(Cc2c[nH]c3ccccc23)C(=O)O)cc1 (configuration not stated)	5%	·
COC(=O)c1sc(=S)n(-c2cccc(Cl)c2)c1N	2%	-5.0%
CCCCc1cc(=O)oc2c(CN3CCCC3)c(O)ccc12	-3%	3.5%
CCN1C(=O)/C(=C\c2cc(Br)c(OCc3ccccc3F)c(OC)c2)SC1=S	2%	1.9%
CCOC(=O)Cn1c(=O)c2c(nc3n2CCN3c2ccc(C)cc2)n(C)c1=O	-14%	7.0%
Nc1nc(/C=C/c2cccc([N+](=O)[O-])c2)cc(/C=C/c2cccc([N+](=O)[O-])c2)n1	0%	4.1%
CC(=O)c1c[nH]c2ccc(C)cc2c1=O	-13%	0.0%
CCSC(=O)NC12CC3CC(CC(C3)C1)C2	·	5.8%

Filtered by structure: those above containing a thiophene ring, fused or not (six)
SMILES	Rat MKP-3 inhibitors	Hsp70 inhibitors
Cc1ccccc1CSc1nc2n(n1)C(c1cccs1)C1=C(CCCC1=O)N2 (configuration not stated)	-2%	·
Cc1ccc(Cn2nnc3c(=O)[nH]c(C4CCN(C(=O)Cc5cccs5)CC4)nc32)cc1	-12%	1.7%
Cc1cccc2sc(NC(=O)c3ccc(Cl)s3)nc12	-6%	6.2%
COc1ccc(OC)c(NC(=O)Cn2c(CCC(=O)O)ccc2-c2cccs2)c1	-19%	-3.1%
CC(OC(=O)c1cc2sccc2n1C)C(=O)NCc1ccco1 (configuration not stated)	-7%	-0.6%
C=CCn1c(-c2cccs2)nc2nc3ccccc3nc21	0%	-1.3%

Remaining list, next part
Order of values: Rat MKP-3 inhibitors, Hsp70 inhibitors
- CCC(C)(C)n1nnnc1C(C(C)C)N1CCC(C(N)=O)CC1 (configuration not stated)
→ 5%, -3.5%
- O=C(Nc1ccc2c(c1)oc1ccccc12)c1ccc(Cl)cc1Cl
→ 6%, -0.3%
- COc1cccc(-n2c(O)c(C=Nc3cccc(Cl)c3)c(=O)[nH]c2=O)c1
→ -2%, -4.9%
- O=C(N/N=C/c1cc(Br)ccc1OCc1ccccc1)C(O)(c1ccccc1)c1ccccc1
→ 2%, -1.0%
- COc1ccc(C2C3=C(CC(C)(C)CC3=O)Nc3nc(SC)[nH]c(=O)c32)cc1 (configuration not stated)
→ 2%, -2.5%
- Cn1cnc2cc(NC(=O)c3ccc(Cl)cc3)ccc21
→ 4%, 0.2%
- COC(=O)C(C)Sc1snnc1-c1ccccc1 (configuration not stated)
→ ·, 0.6%
- CCc1ccccc1NC(=O)C(CC)Sc1nc2cc3c(cc2c(=O)n1Cc1ccco1)OCO3 (configuration not stated)
→ 8%, -4.5%
- CC(C)(C)NC(=O)c1ccc(COc2ccccc2Br)o1
→ -14%, 0.4%
- Oc1ccccc1CNc1ccc(Br)cn1
→ ·, -1.3%
- O=S(=O)(c1cccc2nsnc12)N1CCN(c2ncccn2)CC1
→ -10%, 3.9%
- COC(=O)C1=C(O)/C(=C\c2cccc(Cl)c2)N=C1C
→ 2%, -1.4%
- CCn1c(SCC(=O)NCc2ccccc2)nnc1-c1ccccc1O
→ 3%, 1.5%
- CCCCCCC1CCC(c2nc(-c3ccncc3)no2)CC1 (configuration not stated)
→ ·, 8.9%
- O=C(CCNC(=O)Cn1ccc2ccccc2c1=O)NCCN1CCN(c2cccc(Cl)c2)CC1
→ -8%, -3.2%
- CC(C)C(=O)Nc1nnc(Cc2nnc(NC(=O)C(C)C)s2)s1
→ -1%, -3.6%
- CCOc1cc2c(C#N)c(N3CCCCC3)nc(N)c2c(N)n1
→ ·, -7.8%
- Cc1ccnc(NS(=O)(=O)c2ccc(CC(C)C)cc2)c1
→ ·, 12%
- Cc1ccc(CSc2nnc(-c3cccnc3)o2)cc1
→ ·, 2.9%
- O=C(NCCc1ccc(Cl)cc1)C1CCC(=O)N1C1CCCC1 (configuration not stated)
→ 5%, -6.5%
- NC(=O)NC(Cc1ccccc1)Cc1ccccc1
→ -1%, 7.2%
- Cc1ccc(-c2nnc(SCc3ccc(C#N)cc3)n2Cc2ccco2)cc1
→ ·, -9.9%
- NCC[C@H](O)C(=O)N[C@@H]1C[C@H](N)[C@@H](O[C@H]2O[C@H](CN)[C@@H](O)[C@H](O)[C@H]2O)[C@H](O)[C@H]1O[C@H]1O[C@H](CO)[C@@H](O)[C@H](N)[C@H]1O
→ ·, -5.1%
- Cc1nnc(Sc2nc3c(c(=O)n(C)c(=O)n3C)n2Cc2ccccc2Cl)s1
→ ·, 5.3%
- CCCNC(=O)c1cc(-c2ccc(OC)cc2)on1
→ -2%, ·
- O=C(NCCOc1cccc2ccccc12)Nc1cccc2ccccc12
→ 2%, -7.3%
- CC(=O)Oc1cccc(C(=O)Nc2cccc(C(=O)c3cccc(C)c3C)c2)c1
→ -4%, -0.4%
- Cc1cc(NC(=O)CCCC(=O)N(c2ccccc2)C(C(=O)NC2CCCCC2)c2cccs2)no1 (configuration not stated)
→ ·, 4.9%
- COc1ccccc1-c1coc2cc(OC(=O)c3cccc(Cl)c3)ccc2c1=O
→ 3%, -8.0%
- Cc1cc(=O)oc(C)c1C(=O)NCc1cccnc1
→ ·, 3.2%
- COC(=O)C1(C(=O)OC)C(C)C1(C(=O)OC)C(=O)OC
→ -1%, -2.3%
- Clc1ccc(-c2noc(C(c3ccccc3)c3ccccc3)n2)cc1
→ 6%, -3.8%

Not all compounds are listed; rates above refer to the full screens.
